High-throughput results from PubChem BioAssay.
Mcl1-Noxa inh: Mcl-1/Noxa binding inhibitors, primary screen, biochemical, TR-FRET, 1536-well; Induced myeloid leukemia cell differentiation protein Mcl-1 (Homo sapiens), Q07820; inhibition, % at 21.7 µM; TR-FRET Mcl-1/Noxa peptide binding, 2 h; 220,000 compounds, 1.5% hits;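 active = compounds that cut the protein-peptide binding signal by more than 50% relative to plate controls in a single-dose test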;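 note: His-tagged Mcl-1 with rhodamine Noxa BH3 peptide and terbium anti-His antibody; 0% = Mcl-1 plus Noxa peptide wells and 100% = peptide-only wells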
Target sequence (Q07820 whole entry, looked up): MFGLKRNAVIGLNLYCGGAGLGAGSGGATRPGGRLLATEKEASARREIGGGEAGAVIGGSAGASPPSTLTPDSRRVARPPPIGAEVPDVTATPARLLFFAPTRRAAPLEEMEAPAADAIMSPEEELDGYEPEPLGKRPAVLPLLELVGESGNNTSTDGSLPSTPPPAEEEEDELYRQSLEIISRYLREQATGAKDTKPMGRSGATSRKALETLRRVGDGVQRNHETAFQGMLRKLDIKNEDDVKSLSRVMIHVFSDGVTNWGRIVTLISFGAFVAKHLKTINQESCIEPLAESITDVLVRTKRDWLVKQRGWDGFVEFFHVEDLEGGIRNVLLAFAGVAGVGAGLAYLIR
Rab7 wt GTP bind: modulators of GTP binding to Rab7, primary screen, biochemical, wildtype, multiplex bead flow cytometry; GST-Rab7 beads, fluorescent GTP binding; actives lie on both sides; untreated = 100%, excess cold GTP = 0%; GTP binding activity (percent of control), % at 10 µM; Rab7 GTPase wild type (dog), Bodipy-FL-GTP binding; 190,000 compounds, 0.055% hits; AID 758, 2007;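 active = fluorescent GTP binding to Rab7 beads changed by at least 20 points from the 100% baseline, either direction, mostly lower; inconclusive = compound itself probably fluorescent, or too few beads counted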;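 note: median green fluorescence of bound Bodipy-FL-GTP per Rab7 bead population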
Pf gamet viab: late stage P. falciparum gametocyte viability inhibitors, primary screen, ATP luminescence, HTS; 150,000 compounds, 0.065% hits; inhibition, % at 10.9 µM; P. falciparum stage V gametocytes, 24 h;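 active = inhibition above the mean plus 3 SD of compounds within the control limits, set per campaign, cut at about 38% in these data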;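 note: 0% = DMSO wells and 100% = medium only without gametocytes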
Rac1 act GTP bind: GTP binding modulators of activated mutant Rac1, primary screen, biochemical, bead-based flow cytometry, multiplex, fluorescent GTP; AID 764, 2007; percent activity (GTP binding), % at 10 µM; GST-Rac1 activated beads; actives lie on both sides; 100% means binding = to untreated wells; 190,000 compounds, 0.11% hits;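 active = GTP binding at least 20 percentage points away from the 100% baseline, in either direction, so actives lie on both sides; inconclusive = Compound likely fluorescent itself, or too few beads counted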
HRas wt GTP bind: modulators of GTP binding to HRas wildtype, primary screen, biochemical, bead-based flow cytometry, multiplex; GST-Ras wt beads, Bodipy-FL-GTP binding; actives lie on both sides; GTP binding activity, % at 10 µM; 190,000 compounds, 0.14% hits; AID 759, 2007;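 active = GTP binding activity at least 20% away from the 100% baseline, either lowered as inhibitor or raised as activator; inconclusive = flagged as likely green fluorescent, judged across all proteins in the well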;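 note: 0% = unlabeled GTP competition control and 100% = no-compound control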
Target sequence (P01112 whole entry, looked up): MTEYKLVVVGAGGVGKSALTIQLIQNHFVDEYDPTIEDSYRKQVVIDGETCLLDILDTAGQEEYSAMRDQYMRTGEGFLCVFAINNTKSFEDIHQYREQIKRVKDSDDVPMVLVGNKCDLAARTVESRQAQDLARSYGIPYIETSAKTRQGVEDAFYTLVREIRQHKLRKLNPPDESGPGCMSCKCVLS
Cdc42 wt: modulators of GTP binding to wildtype Cdc42, primary screen, biochemical, multiplex bead flow cytometry, Bodipy-GTP; GST-Cdc42 beads; actives lie on both sides; percent activity (GTP binding), % at 10 µM; 190,000 compounds, 0.2% hits; AID 761, 2007;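 active = percent activity GTP binding at least 20 points away from the 100% baseline, either down as inhibitor or up as activator; inconclusive = compound flagged as likely green fluorescent from well-wide comparison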;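 note: median bead fluorescence of bound Bodipy-FL-GTP at 100 nM; 0% = excess unlabeled GTP control and 100% = no compound control; below 100% means less GTP binding so inhibitor and above means activator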
Rab2A wt mod: modulators of GTP binding to Rab2A wildtype, primary screen, biochemical, dog, bead-based flow cytometry, multiplex; Ras-related protein Rab-2A (Canis lupus familiaris), P61105; GST-Rab2 wt beads, Bodipy-GTP binding; GTP binding activity, % at 10 µM; 190,000 compounds, 0.19% hits;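 active = GTP binding activity at least 20 points away from 100%, either lowered or raised; inconclusive = signal likely due to the compound's own green fluorescence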;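 note: 0% = beads with excess unlabeled GTP and 100% = no-compound control corrected for plate trend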
Mcl1 Bid PPI: Mcl-1/Bid binding inhibitors, primary screen, biochemical, TR-FRET, 1536-well | AID 1021, 2008 | 220,000 compounds, 0.97% hits | Induced myeloid leukemia cell differentiation protein Mcl-1 (Homo sapiens), Q07820 | inhibition, % at 21.7 µM | TR-FRET Mcl-1/Bid-Dy647 peptide binding;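 active = compounds that cut the binding signal by more than half at the single screening dose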;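 note: His-tagged Mcl-1 with europium anti-His antibody binding Bid BH3 peptide; 0% = Mcl-1 plus peptide wells and 100% = peptide-only wells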
Rac1 wt GTP bind: wildtype Rac1 GTP binding modulators, primary screen, biochemical, GST-Rac1 beads, flow cytometry, multiplex | GTP binding activity (% of control), % at 10 µM | AID 757, 2007 | fluorescent GTP binding; actives lie on both sides; 0 = cold GTP competed, 100 = untreated | 190,000 compounds, 0.27% hits;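 active = GTP binding activity at least 20 points away from the 100% control level, either lower or higher; inconclusive = compound flagged as likely green fluorescent, judged across all proteins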
RGS8-Gao: RGS8-Galphao binding modulators, primary screen, biochemical, multiplexed bead flow cytometry; 220,000 compounds, 0.34% hits; response (percent of control binding), % at 10 µM; actives lie on both sides; in the data active = response below about 60% or above about 140%; inactive = in between;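 note: Galphao activated as the GDP aluminium fluoride complex binding bead-coupled RGS8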
Target sequence (P09471 whole entry, looked up): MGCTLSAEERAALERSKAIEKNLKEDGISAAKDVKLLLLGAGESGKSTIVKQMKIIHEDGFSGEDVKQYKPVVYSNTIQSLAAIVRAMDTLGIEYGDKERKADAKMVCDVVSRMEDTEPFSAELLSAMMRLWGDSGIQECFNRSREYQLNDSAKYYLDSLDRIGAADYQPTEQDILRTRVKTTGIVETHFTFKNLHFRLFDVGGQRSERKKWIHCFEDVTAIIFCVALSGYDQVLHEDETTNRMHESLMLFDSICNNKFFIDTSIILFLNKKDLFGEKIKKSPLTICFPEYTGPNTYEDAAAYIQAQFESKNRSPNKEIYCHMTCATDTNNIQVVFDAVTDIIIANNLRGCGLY
Bim-Mcl-1: inhibitors of Bim peptide binding to Mcl-1, primary screen, biochemical, bead-based flow cytometry, multiplex; Induced myeloid leukemia cell differentiation protein Mcl-1 (Homo sapiens), Q07820; Bim peptide-Mcl-1 binding; inhibition, % at 10 µM; 190,000 compounds, 0.1% hits; AID 1009, 2008; in the data active = inhibition above about 40%;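 note: 0% = no compound tracer wells and 100% = peptide blocker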
Numbers without * were called inactive; ? = inconclusive; . = not tested or not shown; [ ] = remark or other dose.

structure,Mcl1-Noxa inh,Rab7 wt GTP bind,Pf gamet viab,Rac1 act GTP bind,HRas wt GTP bind,Cdc42 wt,Rab2A wt mod,Mcl1 Bid PPI,Rac1 wt GTP bind,RGS8-Gao,Bim-Mcl-1
Cc1ccc(SCC(=O)Nc2cccc(C)c2)cc1,9,99,21,91,96,95,92,-2,98,98,-1
CCCC(O)(c1ccc(OC)cc1)C(CN1CCOCC1)c1ccccc1 (stereo not given),20,109,-3,102,105,106,103,6,106,101,-2
O=C(NCc1ccccn1)c1ccccc1-c1ccccc1,-11,108,17,94,97,93,100,-35,100,95,0
C=CCc1cc(Cl)ccc1OCCCNC(C)C,25,97,.,99,100,102,99,18,104,102,-7
O=C(O)CCCNc1n[nH]c(=O)[nH]c1=O,8,105,-17,100,102,101,102,-16,102,106,0
Cn1c(=O)c2c(nc(CN3CCOCC3)n2CCN2CCOCC2)n(C)c1=O,5,98,.,98,97,98,95,-10,99,100,-2
N=C1C(c2ccccc2)=C(O)CN1NC(=O)c1ccc(Cl)cc1,19,104,.,99,103,100,94,-46,102,102,3
CCOc1ccc(C(C)=O)cc1NC(=O)/C=C\C(=O)O,9,99,-1,95,98,97,98,-12,95,102,-4
CCn1c2ccccc2c2cc(NC(=O)CCCN3C(=O)CCC3=O)ccc21,-1,93,15,90,95,97,94,5,93,99,-1
Cc1cc(C)n(-c2nc3ccccc3nc2Nc2ccc(CC(=O)O)cc2)n1,4,92,.,93,93,100,93,-19,98,100,0
CO[C@H]1C=CO[C@@]2(C)Oc3c(C)c(O)c4c(O)c(c(C=NN5CCN(C)CC5)c(O)c4c3C2=O)NC(=O)C(C)=CC=C[C@H](C)[C@H](O)[C@@H](C)[C@@H](O)[C@@H](C)[C@H](OC(C)=O)[C@@H]1C,36,100,.,95,97,99,98,-19,102,.,-1
Nc1ccccc1C(=O)NNc1ncc(C(F)(F)F)cc1Cl,-4,97,10,103,102,103,106,-42,103,99,-4
COc1cc(-n2c(=O)c3ccccc3n(CC(=O)c3ccc(Br)cc3)c2=O)cc(OC)c1OC,-44,102,12,98,98,99,99,12,102,102,0
O=C(/C=C/c1ccccc1)N(c1ccccn1)C1CCCCC1,17,100,.,99,102,102,100,-3,104,102,-4
CCn1c(/C=C/Nc2ccccc2)[n+](CC)c2ccc(Cl)cc21,3,100,16,96,97,98,95,-2,99,102,2
COc1ccc(S(=O)(=O)N(C(=O)c2ccncc2)c2ccc3oc4c(c3c2)CCCC4)cc1,-3,97,7,98,100,96,98,2,103,98,-4
Cc1ccccc1NC(=O)/C(C#N)=C/c1ccccc1C(F)(F)F,19,101,-2,101,101,103,100,-20,103,98,-2
CCOC(=O)CCC(=O)N1CCOCCN(C(=O)CCC(=O)OCC)CCOCC1,0,99,.,101,102,105,102,-24,105,104,2
CC(C)OP(=O)(c1ccc(N(C)C)cc1)C(O)c1ccccc1F (stereo not given),6,103,17,99,101,101,101,-8,106,99,-2
Cc1cccc(C(=O)N/N=C/c2ccc(OC3CSC3)cc2)c1,5,103,-12,100,104,102,100,2,105,99,-4
CC(=O)NC(Cc1ccccc1)C(=O)NC1CCN(c2ncccc2[N+](=O)[O-])CC1 (stereo not given),7,103,-25,99,102,100,102,-19,103,99,-3
CCN(CC)c1nc(N)c2c(N)n(-c3ccccc3C)c(=S)c(C#N)c2c1C#N,13,?,-4,?,?,?,?,-31,?,98,0
O=C(CSc1nc(C2CC2)nc2ccccc12)NCc1ccc2c(c1)OCO2,2,100,.,98,101,100,99,24,104,104,-3
Cc1ccc(S(=O)(=O)N(CC(=O)Nc2ccccc2C(=O)O)c2ccccc2C)cc1,7,95,18,93,91,92,90,-2,96,100,0
O=C(NNS(=O)(=O)c1ccc(Cl)cc1)c1ccc(S(=O)(=O)N2CCCCC2)cc1,1,98,-7,99,100,96,97,-19,101,103,-4
COc1cccc(/C=C/C(=O)Nc2cccc(C(C)=O)c2)c1OC,10,105,-6,96,96,94,97,-9,97,100,0
CCOC(=O)CNS(=O)(=O)CCN1C(=O)c2ccccc2C1=O,2,96,.,93,94,95,93,-3,95,96,10
Cc1cc(/C=N/n2cnnc2)c(C)n1-c1ccc(OCc2ccc(Cl)cc2Cl)cc1,3,104,.,99,99,98,102,-9,103,102,-4
Cc1cc(C)n(-c2ncnc3ccccc23)n1,-1,96,-10,94,94,94,94,-13,98,99,0
Cc1cc[n+](CC(=O)c2ccc(NC(=O)c3ccccc3)cc2)cc1,13,97,.,95,97,97,96,-9,102,100,3
Cc1ccccc1NC(=O)CSc1ccsc1[N+](=O)[O-],71*,98,2,97,99,98,96,-61,102,100,-5
COCCN(CCOC)S(=O)(=O)c1ccc(C(=O)Nc2ccc(S(=O)(=O)Nc3nccc(C)n3)cc2)cc1,-1,105,.,99,100,100,101,-20,98,99,6
O=C(Nc1ccc(-n2nncc2-c2ccco2)cc1)c1ccc(F)cc1,24,102,.,96,98,98,99,-11,96,97,1
COC(=O)c1cc(OC)c(OC)cc1NC(=O)c1ccc(OC)c(OC)c1,7,97,.,94,93,90,94,0,91,102,0
CC(C)c1nc2ccccc2n1CC(O)COC1CCCCC1 (stereo not given),7,96,3,98,96,99,95,-3,99,103,-1
C=CCN(CC=C)Cc1c(C)[nH]c2ccc(C(=O)OCC)cc2c1=O,14,101,10,105,105,107,102,-11,104,95,-1
O=C(CC1CCCCC1)NCc1cn2ccsc2n1,5,103,.,97,100,102,102,-24,100,105,-4
Cc1ccc2cc(CN(Cc3ccco3)C(=O)c3ccccc3)c(=O)[nH]c2c1C,1,94,.,94,96,99,94,-2,96,103,1
O=Cc1ccc(N2CCCCCC2)cc1,-10,96,-2,98,100,102,100,-56,101,102,28
NC(=O)c1ccc(OCC(F)(F)C(F)(F)C(F)(F)C(F)(F)C(F)(F)C(F)F)cc1,4,98,17,97,99,96,97,1,97,90,-1
COc1ccc2nc(NC(=O)CSc3nc(C)cc(C)n3)sc2c1,3,102,16,100,102,101,101,-6,103,104,-1
CC1CCCC(NC(=O)c2cn(C)c3ccc(S(=O)(=O)N4CCCC4)cc3c2=O)C1C (stereo not given),12,100,-14,100,103,106,103,17,105,101,0
COc1ccc(-n2nc3c(=O)[nH][nH]c3cc2=O)cc1,2,90,4,89,88,88,90,-44,93,102,0
CCCNC(=O)CN1C(=O)NC2(CCCc3cc(OC)ccc32)C1=O (stereo not given),5,98,-17,99,102,100,101,-19,99,148*[activator],0
Cc1ccccc1-c1nc(CN2CCCC(C(=O)NCc3cccnc3)C2)c(C)o1 (stereo not given),10,103,20,100,103,106,105,-27,105,113,-2
CCS(=O)(=O)c1ccc2oc(SCC(=O)c3ccco3)nc2c1,-1,99,3,99,100,101,99,-21,103,102,-2
CCOC(=O)c1[nH]c(COC(=O)C2CC(=O)N(Cc3ccccc3)C2)c(C(=O)OCC)c1C (stereo not given),-6,107,.,97,103,102,103,-7,102,103,0
Cc1noc(C)c1COc1ccc(C(=O)OCC(=O)N2CC(=O)Nc3ccccc32)cc1,1,98,.,91,97,93,93,-14,93,102,-6
COc1ccc(OCC(=O)N/N=C/c2ccc(O[C@@H]3O[C@H](CO)[C@@H](O)[C@H](O)[C@H]3O)cc2)cc1,0,98,-2,96,95,95,96,0,95,97,-2
Cc1c(CN2CCCC(CO)(Cc3cccc(Cl)c3)C2)cnn1C (stereo not given),0,97,10,99,98,100,98,-24,101,101,2
Cn1c(=O)cc(OCC(=O)NCc2ccccn2)c2ccccc21,6,97,-9,101,103,105,104,-12,104,109,-1
COC(=O)c1ccc(NC(=S)NCCC2=CCCCC2)cc1,.,94,.,94,96,96,97,-13,92,105,0
Cc1c(C(=O)OCC(C)C)[nH]c2c1C(=O)CC(c1cccs1)C2 (stereo not given),-7,101,4,100,103,103,100,6,105,101,-3
CCc1ccc2[nH]c(=O)c(C(c3nnnn3CCOC)N3CCN(c4ccccc4)CC3)cc2c1 (stereo not given),5,99,-1,97,98,97,97,-5,95,94,0
O=C(C(c1ccccc1)c1ccccc1)N1CCN(Cc2ccco2)CC1,25,95,0,96,97,95,96,47,102,106,-3
O=S1(=O)N=C(N/N=C/c2ccccn2)c2ccccc21,-42,99,-34,100,98,98,99,-144,101,104,0
COc1ccc2[nH]c(=O)c(CN(C3CCCCC3)C(c3nnnn3Cc3ccco3)C(C)C)cc2c1 (stereo not given),57*,98,.,85,95,92,95,-17,90,90,-10
O=S(=O)(c1cccc(S(=O)(=O)N2CCN(c3ncccn3)CC2)c1)N1CCOCC1,-5,98,-8,99,100,104,99,-2,109,102,-3
CCOC(=O)CC1=C(C(=O)OCC)C(c2cccs2)C(C#N)=C(N)O1 (stereo not given),-2,97,.,94,97,95,94,-23,97,94,-2
O=C(NC(=S)Nc1nc(-c2cccc([N+](=O)[O-])c2)cs1)c1ccccc1Cl,20,108,11,100,102,93,102,25,98,100,-4

Next part.
structure,Mcl1-Noxa inh,Rab7 wt GTP bind,Pf gamet viab,Rac1 act GTP bind,HRas wt GTP bind,Cdc42 wt,Rab2A wt mod,Mcl1 Bid PPI,Rac1 wt GTP bind,RGS8-Gao,Bim-Mcl-1
Cc1ccc(NC(=O)CN(C)C2CCCCC2)cc1Br,31,95,-3,96,93,95,95,-10,96,108,1
Cc1occc1-c1nnc(SCC(=O)c2ccc(F)cc2)o1,-1,102,-9,98,102,99,104,1,101,99,-11
O=C(NC1CCCCC1)NC1CCN(S(=O)(=O)c2ccc3c(c2)OCCO3)CC1,-7,98,20,95,98,96,100,-28,97,96,0
Cc1ccc(S(=O)(=O)c2c(C)cc(C)nc2Cl)cc1,0,95,0,94,96,94,96,-17,92,83,-4

This is a random part of the collection; 2.9% or so of the library scored in one or more.
